# TRHR agonist: agonists of human TRH receptor. P34981. TRHR cells, calcium flux fluo-8, FDSS agonist mode. activation, % at 2 µM. actives 0.18% (n = 360,000). AID 493084; in the data active = activation above about 30%; also: 0% is about no effect
#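 TRHR-expressing cells, plated overnight in medium with 10% serum, were loaded with fluo-8 calcium dye at room temperature. After a 10 s baseline, library compound was pin-added and calcium release was recorded kinetically (ex 480/em 530) as agonist response.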
# POLK inh: inhibitors of human DNA polymerase kappa | purified Pol kappa, fluorescent DNA synthesis assay, 10 min | Q9UBT6 | Potency, µM (series often up to 107 µM), for inactives: at the highest dose activity, negative = inhibition, most hits filed as inhibitors | actives 0.53% (n = 400,000) | AID 588579; also: potency is read from the fitted curve at half-maximal effect; % is scaled to controls: 0 for no effect and ±100 for the full control effect
#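 Inhibition of 10 nM Pol kappa is measured by a fluorescent read-out at 0 and 10 min following addition of 50 nM substrate (final), with a 15-min room-temperature compound preincubation.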
# Pol beta inh: inhibitors of human DNA polymerase beta. actives 1.3% (n = 340,000). P06746. Pol beta primer extension/strand displacement, fluorescence kinetic. Potency, µM (series often up to 114 µM), for inactives: top-dose activity change, negative = inhibition, actives largely listed as inhibitors; also: potency is read from the fitted curve at half-maximal effect; % is scaled to controls: 0 for no effect and ±100 for the full control effect
#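 Values derive from four-parameter Hill fits of normalized kinetic data: reads at 0 and 10 min following addition of 50 nM substrate to 10 nM Pol beta preincubated 15 min with compound.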
# BLM helicase inh: Bloom syndrome helicase (human) inhibition | P54132 | recombinant BLM DNA unwinding, fluorescence dequenching | Potency, µM (doses to about 56.1 µM), for inactives: top-dose activity change, negative = inhibition, hits mostly inhibitors | actives 0.2% (n = 350,000) | AID 2528;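 also: potency is read from the fitted curve at half-maximal effect; plate controls were vehicle for no effect and no enzyme for full effect; nearly all actives have a fitted effect of over 35% in size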
# Apoferritin bind: candidate novel general anesthetic via apoferritin binding. apoferritin/1-aminoanthracene competitive binding, fluorescence. AID 485281. Potency, µM (titrated, usually from 77.5 µM), for inactives: at the highest dose activity change, negative = displacement, most hits filed as inhibitors. actives 0.074% (n = 350,000). P02791; also: potency is read from the fitted curve at half-maximal effect; % is scaled to controls: 0 for no effect and ±100 for the full control effect; nearly all actives have a fitted effect of over 20% in size
# Target sequence (P02791 2-175 limits assumed): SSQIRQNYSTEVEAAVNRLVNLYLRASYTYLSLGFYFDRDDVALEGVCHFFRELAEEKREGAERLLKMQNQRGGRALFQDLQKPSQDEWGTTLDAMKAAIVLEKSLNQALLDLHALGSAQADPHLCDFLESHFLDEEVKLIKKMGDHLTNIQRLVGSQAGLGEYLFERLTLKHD
#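 Read-out: endpoint 1-AMA fluorescence, excitation 380 nm and emission 535 nm, after compounds sit 10 min at room temperature with 10 uM horse-spleen apoferritin in 50% saturated 1-AMA/PBS. Values come from four-parameter Hill fits.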
# APEX1 inh: blocks human APE1 abasic DNA cleavage. P27695. recombinant APE1, TAMRA/BHQ-2 abasic DNA cleavage fluorescence. Potency, µM (series often up to 65.8 µM), for inactives: at the top dose activity change, negative = inhibition, usual class: inhibitors. actives 0.35% (n = 350,000). AID 2517;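 also: potency is read from the fitted curve at half-maximal effect; plate controls were vehicle for no effect and reference inhibitor for full effect; nearly all actives have a fitted effect of over 55% in size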
#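 Compound pre-exposure to 0.75 nM APE1, 15 min at ambient temperature. Reaction initiated with 50 nM TAMRA/BHQ-2 THF substrate, read immediately in kinetic mode, 525 nm excitation, 598 nm emission.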
# ERG-DNA inh: inhibitors of human ERG Ets domain-DNA interaction; actives 0.028% (n = 370,000); Potency, µM (series often up to 76.9 µM), for inactives: at the highest dose FP activity, negative = inhibition, usual class: inhibitors; P11308; fluorescence polarization, His-ERG Ets domain / labelled DNA; active = well fitted inhibition curve with a large enough effect in the polarisation, with a control signal flat; inconclusive = small, poorly fitted or top-dose-only effect, or effect the other way, or a change in a side signal; inactive = no such curve, though single readings can be large or run the other way; the % refers to the polarisation;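 also: polarization taken with two DNA probes labelled with fluorescein and Texas red; potency is read from the fitted curve at half-maximal effect; % of control where 0% means no effect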
#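 His-tagged ERG Ets domain (1 uM in the protein solution; 300mM KCl, 50mM Tris-HCl, 1mM EDTA, 1mM DTT, pH 7.5) received compound, then a probe mix of 5 nM fluorescein-DNA and 100nM Texas-615-DNA. Fluorescence polarization was read for both dyes.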
# ALOX12 inh: inhibitors of human 12S-lipoxygenase ALOX12; P18054; purified 12hLO, xylenol orange hydroperoxide absorbance; Potency, µM (highest dose often 108 µM), without a hit: top-dose activity change, negative = inhibition, usual class: inhibitors; actives 1.1% (n = 580,000); also: potency is read from the fitted curve at half-maximal effect; % is scaled to controls: 0 for no effect and ±100 for the full control effect
# Target sequence (P18054 whole entry, looked up): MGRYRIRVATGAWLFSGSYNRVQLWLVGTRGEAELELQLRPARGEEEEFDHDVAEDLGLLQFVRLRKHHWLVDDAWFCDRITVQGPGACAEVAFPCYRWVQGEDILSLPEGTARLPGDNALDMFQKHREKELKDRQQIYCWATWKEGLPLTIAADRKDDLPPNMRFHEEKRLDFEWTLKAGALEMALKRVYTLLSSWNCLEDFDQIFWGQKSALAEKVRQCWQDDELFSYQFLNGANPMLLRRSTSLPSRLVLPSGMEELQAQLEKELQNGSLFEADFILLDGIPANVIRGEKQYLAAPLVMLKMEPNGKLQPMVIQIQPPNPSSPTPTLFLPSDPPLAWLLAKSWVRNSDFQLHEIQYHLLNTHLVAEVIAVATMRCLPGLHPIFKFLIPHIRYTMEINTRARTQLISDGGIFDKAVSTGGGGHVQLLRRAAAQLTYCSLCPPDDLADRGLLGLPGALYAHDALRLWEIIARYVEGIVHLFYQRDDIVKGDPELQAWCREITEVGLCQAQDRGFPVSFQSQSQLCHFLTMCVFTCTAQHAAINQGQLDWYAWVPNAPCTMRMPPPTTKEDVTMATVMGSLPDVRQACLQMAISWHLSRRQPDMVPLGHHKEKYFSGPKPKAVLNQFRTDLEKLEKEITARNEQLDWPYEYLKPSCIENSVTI
#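 Purified human 12hLO (150 nM final) in 25 mM Hepes, 0.01% Triton X-100, pH 7.0 was preincubated 15 min at room temperature with compound. Then 40 uM arachidonic acid was added, 30 min. Hydroperoxide was read by Fe-XO absorbance ratio 573/405 nm.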
# POLI inh: inhibitors of human DNA polymerase iota; Pol iota fluorescent replication assay, 10 min; Q9UNA4; Potency, µM (top dose mostly 115 µM), inactives show top-dose activity, negative = inhibition, most hits filed as inhibitors; actives 1% (n = 390,000); also: potency is read from the fitted curve at half-maximal effect
#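 Pol iota at 10 nM preincubated 15 min with compounds at room temperature; reaction started with fluorescent substrate, 50 nM final. Fluorescence read kinetically at 0 and 10 min; buffer-only wells as negative control.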
# The depositor's hits bear a star; ? = inconclusive; / = no result given; [ ] = remark or other dose. Unless noted, calls follow the shape of the dose curve; as a rule, active = well fitted curve in the direction sought with a large enough effect; inconclusive = small, poorly fitted or top-dose-only effect, or another doubt; inactive = no such curve, though single readings can be large; an effect the other way counts as inactive or inconclusive.
mol	TRHR agonist	POLK inh	Pol beta inh	BLM helicase inh	Apoferritin bind	APEX1 inh	ERG-DNA inh	ALOX12 inh	POLI inh
CCN1C(=O)[C@H]2[C@@H](c3ccc(-c4ccc(F)cc4)c(OC)c3)N3CCC[C@@]3(C(=O)OC)[C@H]2C1=O	0.2	-10%	/	/	/	-16%	9%	?	36%[activator]
Cc1ccc(C(=O)NC2CC(C)(C)NC(C)(C)C2)cc1S(=O)(=O)N1CCOCC1	/	-8%	/	/	/	/	11%	-34%	10%
O=C1NCCC/C1=N/Nc1ccc(F)cc1	-0.5	-2%	14%	1%	-1%	-3%	-12%	?	68%[activator]
Cc1cc(=O)n2cn[nH]c2n1	/	5%	/	/	/	/	-4%	-20%	6%
CCOC(=O)c1sc2ncn(CC(=O)Nc3ccc(OC)c(Cl)c3)c(=O)c2c1C	0.8	-6%	12%	-5%	6%	/	-19%	-13%	20%
S=c1[nH]c2ccccc2n1Cc1ccccc1	-0.7	-16%	39%	-3%	4%	-10%	1%	?	9%
O=C(O)c1cc(NCc2cc(O)ccc2O)ccc1O	-0.2	50µM*	/	/	3%	-5%	/	?	18µM*
Cc1nc2sc(C(c3ccco3)N3CCC(Cc4ccccc4)CC3)c(O)n2n1 (stereo not drawn)	0.2	-28%	0%	-4%	-19%	-3%	1%	-3%	12%
CCOc1ccccc1-n1c(SCC(=O)Nc2nccs2)nnc1-c1ccoc1C	-0.8	-8%	27%	2%	?	-7%	3%	?	2%
Cc1cc(C(=O)COC(=O)C2=NNC(=O)CC2)c(C)n1-c1ccccc1	-0.8	-4%	0%	-2%	-20%	5%	-2%	-3%	23%
CCOc1ccc(NC(=O)CSc2ccc3nnc(-c4cccnc4)n3n2)cc1	-0.3	-17%	35%	-4%	-2%	22%	-2%	0%	39%[activator]
COc1ccc(CCc2nnc(CCC(=O)N(C)Cc3ccnc4ccccc34)o2)cc1	-0.2	6%	-1%	1%	-12%	9%	5%	-8%	30%[activator]
COc1ccc(CN2CCN(C(=O)C3CCC(CNS(=O)(=O)c4ccc(C)cc4)CC3)CC2)c(OC)c1OC (stereo not drawn)	1.4	-4%	0%	-1%	-11%	1%	7%	?	-5%
COc1ccc(N(CC(=O)Nc2cccc(C(C)=O)c2)S(=O)(=O)c2ccc(NC(C)=O)cc2)cc1	-2.2	9%	1%	-6%	-7%	-6%	-7%	14%	-1%
CCC1(c2ccccc2)NC(=O)N(CC(=O)Nc2ccc(N3CCOCC3)cc2)C1=O (stereo not drawn)	/	-4%	/	/	/	-6%	5%	16%	-22%
CCOC(=O)COc1cc(N2C(=O)CSCC2=O)c(Cl)cc1Cl	0.0	-9%[60.1 µM]	-22%	1%	-15%	-1%	/	-17%	29%
N=C1SCC(=O)N1c1ccc(Cl)cc1	0.4	-4%	4%	6%	-8%	-4%	-13%	?	3%
C/C=C(\C)CN1CCN(c2ccccc2F)CC1	-0.1	2%	-1%	0%	3%	-1%	7%	?	-1%[58.9 µM]
CC(CC#CCN1CCOCC1)OCCC#N (stereo not drawn)	0.4	8%	-1%	-3%	-12%	2%	11%	3%	-7%
Cn1ncc(Cl)c1C(=O)N1CCOCC1	1.0	-9%	4%	-20%	-2%	1%	-8%	0%	23%
CC(=O)N1C(=O)/C(=C2\SC(=S)N(NS(=O)(=O)c3ccc(C)cc3)C2=O)c2ccccc21	-3.5	-75%	19%	-7%	-8%	-2%	6%	45µM*	?
COCCOc1cc(NC(=O)c2cccc(OC)c2)c(Cl)cc1Cl	0.1	-1%	8%	-7%	-11%	-3%	2%	-11%	101%[activator]
O=C(NC1(C(F)(F)F)N=C2SCCN2C1=O)c1ccco1 (stereo not drawn)	0.5	-6%	-1%	-3%	-11%	10%	-2%	-3%	?
Cc1cccc(NC(=O)CCN2C(=O)c3ccccc3C2=O)n1	-0.6	-6%	-3%	-1%	-10%	4%	/	-8%	28%
COc1ccc(Cl)cc1NC(=O)CNC(c1ccccc1)c1ccccc1	3.1	-11%	1%	-8%	60%	49%[activator]	5%	-4%	-24%
COc1cc(OC)c(OC)cc1CN1CCN(Cc2ccc(C(F)(F)F)cc2)CC1	0.3	2%	-8%	-1%	-9%	42%	-7%	?	-13%
CCc1ccc(C(=O)C(C)OC(=O)CNS(=O)(=O)c2ccc(C)cc2)cc1 (stereo not drawn)	-0.7	-13%	/	/	/	14%	-16%	-4%	-3%
CN(C)c1ccc(C(C(=O)NCC2CCCO2)N(Cc2ccco2)C(=O)c2snc(C(N)=O)c2N)cc1 (stereo not drawn)	0.2	-5%	53%	-4%	-12%	19%	-3%	20%	67%[activator]
COCCCNC(=O)c1ccccc1Oc1ccccc1	-0.3	-2%	29%	0%	-10%	0%	9%	23%	23%
COc1ccc(-c2cn3ccc(C)cc3n2)cc1	-0.4	-10%	-14%	-7%	-2%	-2%	0%	-2%	?
CC(c1ccco1)N(C(=O)Nc1ccccc1)C1CCCCC1 (stereo not drawn)	0.4	-7%	-17%	-5%	-11%	0%	1%	-21%	37%
CCc1nnc(NS(=O)(=O)c2ccc(NC(=O)COc3ccc(Cl)c(C)c3)cc2)s1	-0.3	-10%	14%	-9%	-5%	-1%	1%	?	40%[activator]
CCC(=O)Nc1ccc(C(=O)NNC(=O)COc2cccc(C)c2)cc1	0.8	-4%	?	-12%	-1%	2%	14%	-5%	-16%
Cc1cc(NC(=O)CN2CCN(Cc3ccccc3)CC2)nc2c1c(=O)oc1ccccc12	0.3	/	0%	-2%	-9%	16%	/	/	/
CCOC(=O)c1cc(C(=O)OCC)cc(-n2cc(O)c(C(=O)OCC)n2)c1	-0.4	-4%	17%	-3%	-13%	-2%	-5%	5%	-16%
COc1ccc(OCC#CCNC(C)(C)C)cc1	0.7	-16%	-1%	-1%	-7%	28%	-2%	-23%	16%
CCOc1ccc(NC(=S)N2CCn3c(nc4ccccc43)C2)cc1	-0.3	/	10%	0%	-1%	0%	/	/	/
CC(C)CNC(=S)NC1CC2CCC(C1)N2Cc1ccccc1 (stereo not drawn)	0.0	-8%	4%	3%	-8%	0%	/	6%	-5%
CC(=O)c1ccc(NC(=O)Cn2cc(S(=O)(=O)Cc3ccccc3Cl)c3ccccc32)cc1	1.5	-21%	?	-11%	-5%	/	-14%	?	?
NS(=O)(=O)c1ccc(NC(=O)CSc2nc3c(c(=O)[nH]2)CCCC3)cc1	-0.2	?	13%	2%	-3%	6%[12.4 µM]	-3%	-16%	?

# 3 of the entries above in order of the POLI inh value, high to low:
canonical_smiles,TRHR agonist,POLK inh,BLM helicase inh,Apoferritin bind,APEX1 inh,ERG-DNA inh,ALOX12 inh,POLI inh
CC(c1ccco1)N(C(=O)Nc1ccccc1)C1CCCCC1 (stereo not drawn),0.4,-7%,-5%,-11%,0%,1%,-21%,37%
COCCCNC(=O)c1ccccc1Oc1ccccc1,-0.3,-2%,0%,-10%,0%,9%,23%,23%
CCC(=O)Nc1ccc(C(=O)NNC(=O)COc2cccc(C)c2)cc1,0.8,-4%,-12%,-1%,2%,14%,-5%,-16%

# (further entries)
mol	TRHR agonist	POLK inh	Pol beta inh	BLM helicase inh	Apoferritin bind	APEX1 inh	ERG-DNA inh	ALOX12 inh	POLI inh
CN(C)CCNC(=O)c1cc2c(s1)-c1ccccc1OC2	-0.1	2%	0%	0%	/	3%	11%	?	10%
CC(OC(=O)Cn1cnc2c1c(=O)n(C)c(=O)n2C)C(=O)NC(C)c1ccc(Cl)cc1Cl (stereo not drawn)	0.2	-4%	/	/	/	45%	11%	-1%	2%
COc1cccc(NC(=O)CN2C(=O)NC(CCc3ccccc3)C2=O)c1 (stereo not drawn)	0.1	5%	/	/	/	10%	9%	10%	21%
ONC(=NCc1ccccc1)c1ccccc1	/	-6%	/	/	/	/	-19%	0%	16%
CN(C(=O)c1cc2c(=O)n3ccccc3nc2n1C)c1ccccc1	-0.1	-9%	-2%	-4%	44%[activator]	/	-1%	-4%	8%
COc1cc(-c2ccccc2)nc(N)n1	-0.4	1%	9%	0%	-7%	0%	-6%	8%	?
CCOc1ccc2nc(NC(=O)CN3CCOCC3)sc2c1	0.5	0%	2%	2%	2%	-7%	-4%	1%	2%
COc1cccc(-n2c(=O)c3c(C)c(C(=O)N(C)C)sc3n(Cc3cccc(C)c3)c2=O)c1	-0.6	-13%[60.1 µM]	4%	0%	6%	/	1%	-23%	-17%
COc1ccc2cc(C(=O)/C=C/c3cc(OC)c(OC)c(OC)c3)ccc2c1	-0.2	1%	15%	-7%	-1%	20%	4%	-6%	-9%
CCCCN(CCCNC(=O)C1CCN(S(=O)(=O)N2CCOCC2)CC1)c1ccccc1	-0.6	-6%	1%	-2%	-4%	-9%	-3%	-29%	8%
CC1CN(C(=O)CCn2c(=O)oc3ccccc32)CC(C)O1 (stereo not drawn)	-0.9	-4%	23%	-4%	-2%	2%	-1%	-3%	18%
Cn1c(C(=O)NCc2cccnc2)cc2sccc21	0.3	5%	4%	-3%	2%	3%	-25%	5%	49%[activator]
CCOc1ccc(CN2CCCC(CNC(=O)c3ccc(F)cc3)C2)cc1CO (stereo not drawn)	-0.5	-2%	32%	3%	-9%	-1%	-4%	-1%	39%[activator]
FC(F)(F)c1cc(-c2ccco2)nc(NCc2cccs2)n1	1.1	-10%	1%	-14%	-21%	-3%	-3%	?	8%
CCN(CCCNC(=O)C1CCN(S(=O)(=O)N2CCOCC2)CC1)c1cccc(C)c1	-0.5	11%	27%	-2%	-11%	-3%	-7%	-12%	6%
CC(C)OCCCN1CC(=O)N2C(c3ccccc3)c3[nH]c4ccccc4c3C[C@H]2C1=O (stereo partly drawn)	0.0	-6%	8%	-9%	-1%	23%	7%	9%	45%[activator]
CC(C)NC(=O)CC(=O)N/N=C/c1c(F)cccc1Cl	0.3	-5%	0%	-5%	-11%	-2%	1%	14%	32%[activator]

# An excerpt; count on the stated rates, not on these rows.
